# 3CLpro inhibitor – SARS-CoV 3CLpro protease inhibition; 0.14% of 290,000 active; P0C6X7; inhibition, % at 6 µM; recombinant SARS-CoV 3CLpro, quenched FRET peptide cleavage; in the data active = inhibition above about 12%
# TcdB GH inh – blocks C. difficile toxin B glycohydrolase activity. TcdB glycohydrolase enzymatic assay, plate reader. P18177. inhibition, % at 9.99 µM. 0.24% of 350,000 active; in the data active = inhibition above about 10%
# BH1578 lux ind – inducers of Vibrio cholerae quorum light production without autoinducers | V. cholerae BH1578 lux reporter, luminescence, 6 h | 0.16% of 350,000 active | activation, % at 18.7 µM; in the data active = activation mostly above about 9.7%, no sharp cut-off; note: not every result past the cut was called active; inactives centre near 0; reference of the scale not given here
# PrPC surface inh – inhibitors of human cell surface prion protein PrPC; P04156; TR-FRET read-out; inhibition, % at 13.8 µM; 0.43% of 370,000 active; AID 720596; in the data active = inhibition above about 24%; note: 0% = median of the test wells and 100% = reference compound wells
# SSB-PriA inh – K. pneumoniae PriA-SSBct interaction inhibition. 0.6% of 430,000 active. inhibition, % at 33 µM. AlphaScreen SSBct-PriA binding, biotinylated peptide; in the data active = inhibition mostly above about 37%, no sharp cut-off; inactive = mostly below about 20%;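 note: plate controls were negative control peptide for no effect and reference peptide for full effect; strong numbers were not always called active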
# Yp Topo-I inh – Y. pestis Topo-I inhibition via cleavage products. Y. pestis Topo-I cleavage product accumulation, plate reader. activity, % at 10 µM. 0.064% of 360,000 active; in the data active = activity above about 50%, passing the limit was not always enough; note: inactives centre near 2
# PfHsp40 rescue – restores yeast growth despite PfHsp40 toxicity; AID 504582; 0.68% of 340,000 active; growth rescue, % at 12.5 µM; S. cerevisiae expressing PfHsp40, growth rescue, ATP luminescence; in the data active = growth rescue above about 28%, passing the limit was not always enough;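 note: yeast W303a lacking pdr1 and pdr3 grown in galactose medium; growth measured after three days at 30 °C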
# BoNT A protease – blocks Botulinum neurotoxin A light chain protease | multiplex microsphere protease substrate cleavage, flow cytometry | 0.17% of 360,000 active | inhibition, % at 10 µM | AID 588499; note: plate controls were buffer without enzyme for full effect and enzyme alone for no effect
# Anthrax LF inh2 – anthrax lethal factor protease inhibition | P15917 | multiplex microsphere protease cleavage assay, LF | inhibition, % at 10 µM | 0.12% of 360,000 active; note: plate controls were buffer without enzyme for full effect and enzyme alone for no effect
# Target sequence (P15917 whole entry, looked up): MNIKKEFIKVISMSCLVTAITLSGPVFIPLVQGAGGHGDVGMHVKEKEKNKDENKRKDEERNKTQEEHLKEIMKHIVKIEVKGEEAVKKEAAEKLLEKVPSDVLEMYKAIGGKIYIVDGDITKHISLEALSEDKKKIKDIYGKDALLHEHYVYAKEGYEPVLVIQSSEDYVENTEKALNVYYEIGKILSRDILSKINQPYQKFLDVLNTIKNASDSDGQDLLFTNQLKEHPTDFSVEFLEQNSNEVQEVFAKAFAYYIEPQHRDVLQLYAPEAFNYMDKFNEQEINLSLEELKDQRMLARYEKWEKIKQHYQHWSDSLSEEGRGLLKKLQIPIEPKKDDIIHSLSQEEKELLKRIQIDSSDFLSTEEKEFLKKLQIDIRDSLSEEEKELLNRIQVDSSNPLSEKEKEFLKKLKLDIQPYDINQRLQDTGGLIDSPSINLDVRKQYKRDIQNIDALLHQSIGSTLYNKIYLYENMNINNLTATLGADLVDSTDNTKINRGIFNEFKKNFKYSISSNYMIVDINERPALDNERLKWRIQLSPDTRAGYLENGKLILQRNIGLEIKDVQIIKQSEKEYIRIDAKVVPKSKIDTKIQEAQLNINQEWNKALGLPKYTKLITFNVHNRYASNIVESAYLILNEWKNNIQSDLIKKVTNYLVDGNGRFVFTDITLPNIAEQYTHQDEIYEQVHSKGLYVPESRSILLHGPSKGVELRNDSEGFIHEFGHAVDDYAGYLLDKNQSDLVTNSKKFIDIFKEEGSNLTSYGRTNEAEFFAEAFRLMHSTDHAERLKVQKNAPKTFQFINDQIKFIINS
# Starred values were filed as active, the others as inactive; i = inactive; . = not tested or not shown; & = joins results of further samples. Cut-off read from the data, not from the text of the source, unless noted: active = inhibition above about 30%; inconclusive = no clear call, values can overlap the other calls; inactive = below that.
# Every second line gives: 3CLpro inhibitor	TcdB GH inh	BH1578 lux ind	PrPC surface inh	SSB-PriA inh	Yp Topo-I inh	PfHsp40 rescue	BoNT A protease	Anthrax LF inh2
> Cc1nc(-c2nnc(-c3ccccc3)o2)c(C(F)(F)F)o1
    -4	1.0	0.9	-10	-19	-3	-0.8	-0.4	-8
> Cc1nc2ccccn2c1/C(O)=C1\C(=O)C(=O)N(CCN(C)C)C1c1cccnc1 (stereo not given)
    -3	.	-0.7	-7	.	1	-0.5	-1.6	7
> Cn1cc(S(=O)(=O)N2CCCC2)cc1C(=O)N1CCN(c2ccccc2)CC1
    4	-7.6	0.0	8	-1	-5	-0.5	0.0	-4
> COc1ccc(N(CC(=O)N2CCc3ccccc3C2)S(=O)(=O)c2ccccc2)cc1
    1	1.5	-2.1	-1	-8	-12	0.0	-0.1	6
> Cc1cc(C)n(-c2nc(Nc3ccccc3C(F)(F)F)nc(-n3nc(C)cc3C)n2)n1
    -5	.	-0.1	13	-10	24	-0.2	-0.3	-4
> CCOC(=O)c1ccccc1NC(=O)C1CCCO1 (stereo not given)
    -5	0.3	-0.3	0	9	1	-2.3	2.6	-1
> CCOC(=O)N1CCN(C(=O)C(NC(=O)C2CCC(C)CC2)C(C)C)CC1 (stereo not given)
    -2	.	-3.8	-4	-10	2	1.7	-1.6	-1
> Cc1noc(C)c1C(=O)OCC(=O)Nc1cccc(S(=O)(=O)N(C)C)c1
    0	.	-1.7	4	3	-6	-1.5	-1.4	-9
> CC(=O)c1ccc([C@H]2C[C@@]34CN(C(=O)OC(C)(C)C)S(=O)(=O)[C@H]3C[C@H]2O4)cc1
    .	0.9	i	-1	-6	-6	-0.6	-0.3	-4
> COC(=O)c1cccc(NS(=O)(=O)c2ccc(OC)cc2)c1C
    2	.	i	12	-11	0	-0.4	0.1	0
> CC(C)COC(=O)n1c(SCC(N)=O)nc2ccccc21
    7	1.8	2.0	-3	-1	-6	-0.4	-0.4	-2
> O=C(Cn1cccc1C(=O)c1ccccc1)NCc1cccs1
    -8	.	1.5	4	4	5	2.4	-0.1	2
> CC(C)N1CCC(N2CCN(Cc3cccnc3)CC2CCO)CC1 (stereo not given)
    3	0.5	i	3	2	-1	-0.1	0.5	-10
> CC(C#N)Sc1ncnc2sc(-c3ccccc3)cc12 (stereo not given)
    8	-0.6	-0.3	1	-10	7	3.6	-2.9	14
> CCOc1cc2c(cc1OCC)-n1cccc1C(c1c(O)cccc1OC)NC2 (stereo not given)
    6	0.3	-1.1	-1	18	0	-0.8	-5.9	-11

# Every second line gives: 3CLpro inhibitor	TcdB GH inh	BH1578 lux ind	PrPC surface inh	SSB-PriA inh	Yp Topo-I inh	PfHsp40 rescue	BoNT A protease	Anthrax LF inh2
> CCOc1ccc(CCNC(=O)c2ccc(C)c(N3CCCC3=O)c2)cc1OCC
    2	1.1	-0.3	-1	-2	3	-1.3	0.3	1
> COc1cc(/C=N\NS(=O)(=O)c2ccccc2)cc(OC)c1OC
    -5	3.9	0.4	-2	.	4	-0.9	-1.7	1
> COc1ccc(-c2c(C(=O)c3ccccc3)[nH]c(N)c2C(=O)c2ccccc2)cc1OC
    .	1.3	.	-13	.	.	.	-0.4	4
> CCOC(=O)Cn1c(-c2cccnc2Cl)nc2ccccc21
    -1	.	-0.5	1	-19	6	1.7	0.4	0
> CCOC(=O)C(C)Oc1ccc(NC(=O)C(Cl)(Cl)Cl)cc1 (stereo not given)
    4	1.4	-0.5	-16	-11	2	0.7	0.6	-4
> CC(C)c1ccc(N(CC(=O)NCCSCc2ccco2)S(C)(=O)=O)cc1
    2	-0.9	-0.5	0	-4	31	1.7	-0.8	0
> CCCC1CC(CCc2ccccc2)OS(=O)(=O)N1 (stereo not given)
    1	-1.5	-0.4	6	-2	7	0.2	-1.0	-6
> COc1ccc2cc(-c3ccon3)ccc2c1
    -2	-0.2	-0.6	-2	-7	2	-0.1	-2.9	-3
> CN(C)c1ccc(NS(=O)(=O)c2cccc(Cl)c2)cc1
    1	.	-0.2	11	30	-2	1.1	-0.5	-12
> CCOCCCN(C)C1CCN(C(=O)c2oc3ccccc3c2NC(=O)c2ccc(F)cc2)CC1
    -1	1.4	i	-1	-4	-10	-0.4	.	.
> COC(=O)[C@@]1(C)[C@H]2C(=O)N(Cc3ccccc3)C(=O)[C@H]2[C@H]2CN=C(SCC3CC3)N21
    .	0.6	i	-1	-4	2	-0.3	0.0	-1
> O=C(CSc1nnc(CNC(=O)c2ccccc2)o1)c1ccc(Cl)cc1
    -4	-0.6	.	3	-14	13	0.3	-0.8	-2
> Cc1cccc2nc3ccccc3nc12
    -1	-0.8	-0.7	6	-6	1	0.1	2.9	-1
> COc1ccc(C(=O)N/C(=C\c2ccc(SC)cc2)C(=O)NCCCn2ccnc2)cc1OC
    .	0.7	.	-8	6	9	-0.3	-0.7	1
> CC(Sc1nnc(C2CC2)n1-c1ccccc1)C(=O)N1CCNC1=O (stereo not given)
    .	1.7	i	-7	6	2	-0.5	-3.1	3

# Every second line gives: 3CLpro inhibitor	TcdB GH inh	BH1578 lux ind	PrPC surface inh	SSB-PriA inh	Yp Topo-I inh	PfHsp40 rescue	BoNT A protease	Anthrax LF inh2
> COc1ccc(NC(=O)CN2C(=O)c3ccccc3S2(=O)=O)cc1OC
    6	-0.1	-0.3	-2	-16	5	-2.6	0.1	-1
> O=C(NC(=S)Nc1ccc(S(=O)(=O)Nc2nccs2)cc1)c1ccc(F)c(F)c1
    7	.	-0.2	7	-7	0	-1.9	-1.0	-1
> O=C(CCNC(=O)c1ccc([N+](=O)[O-])cc1)Nc1cccc(S(=O)(=O)N2CCCCCC2)c1
    .	0.6	-0.4	-17	4	-8	-0.7	0.7	-10
> O=C(Nc1cccc([N+](=O)[O-])c1)c1ccc(N2CCCC2=O)cc1
    2	0.8	-0.6	-5	-9	4	-0.3	-0.7	-7
> C[C@@H](CO)NC(=O)c1[nH]cnc1C(=O)Nc1ccc(CNC(=O)OC(C)(C)C)cc1
    .	-2.4	-2.3	5	.	-1	.	-0.5	-2
> S=C(NC1CCCC1)N1CCOCC1
    0	1.2	-0.2	6	-11	-2	0.0	0.1	-2
> Cc1ccc2c(c1)nnn2C1CCN(S(=O)(=O)c2ccc(C(=O)N(C)C3CCCCC3)cc2)CC1
    5	.	-1.7	1	-9	8	-1.2	-0.6	0
> c1ccc(Nc2nc(N3CCCC3)nc(N3CCCC3)n2)cc1
    -1	0.3	-0.2	2	-3	15	-2.0	0.6	-5
> CCn1c(O)c(C2=c3ccccc3=NC2=O)c2cc(Br)ccc21
    1	1.3	.	-7	2	.	.	.	.
> CCOc1ccccc1-c1cc(-c2n[nH]c(=S)n2CC)c2ccccc2n1
    2	2.2	-0.1	4	-15	5	-2.3	0.9	0
> O=C1C(NS(=O)(=O)c2cccs2)=C(N2CCOCC2)C(=O)c2ccccc21
    -8	-3.2	-0.3	-10	10&3	-3	0.4	-0.2	-3
> CC(C)(C)[C@H]1COC(=O)[C@@H](NC(=O)OCC2c3ccccc3-c3ccccc32)C/C=C\C[C@@H](CC(=O)N[C@@H](CO)Cc2ccccc2)C(=O)N1
    .	0.0	-3.7	-2	2	3	-1.1	0.2	-6
> CC(=O)c1ccc(NC(=S)NC(=O)/C=C/c2ccccc2)cc1
    3	0.5	i	-1	-4	2	-0.2	0.4	1
> Cc1ccc2nc(SCC(=O)N3CCN(c4ccccc4)CC3)nc(=O)n2c1
    .	1.5	-0.7	2	-22&-9	3	-0.4	-1.0	1
> CC(=O)Nc1ccc(S(=O)(=O)N2CCC(C(N)=O)(N3CCCCC3)CC2)cc1
    3	1.2	i	2	-6	-7	-1.8	-1.6	2

canonical_smiles,3CLpro inhibitor,TcdB GH inh,BH1578 lux ind,PrPC surface inh,SSB-PriA inh,Yp Topo-I inh,PfHsp40 rescue,BoNT A protease,Anthrax LF inh2
COC(c1ccccc1)(c1ccccc1)C(Oc1nccc(C)n1)C(=O)O (stereo not given),3,5.3,i,4,7,2,-2.2,0.8,6
CCCC(=O)Nc1ccc(Cl)c(NC(=O)C(C)(C)C)c1,1,.,i,-4,-2,6,-0.2,-1.4,-7
CSc1ccc(NC(=O)Nc2cccn(Cc3ccccc3F)c2=O)cc1,3,1.5,-0.4,19,-7,-8,1.7,0.0,-1
CCn1c(C)c(C(=O)O)c2cc(OC)ccc21,-8,.,-1.5,0,-4,2,-0.5,1.0,-3
Cc1cc(=O)oc2cc(OCC(=O)N3CCN(c4ccccc4)CC3)c(Cl)cc12,-1,1.5,-0.1,-4,2,2,-2.2,0.2,3
CC(C)(C)c1nnc(NC(=O)c2cc(-c3ccccc3)nc3ccccc23)s1,5,.,-0.6,-8,-18,15,-1.3,0.7,-2
COc1ccc(-c2noc(CCCC(=O)N3CCN(c4cc(C)ccc4C)CC3)n2)cc1,.,-0.2,i,7,-12,34,7.5,-0.3,-5
COc1cc(CN(C(=S)NCC(=O)O)C2CCCC2)cc(OC)c1OC,5,0.4,-0.1,-1,-5,5,1.2,-0.4,-2

canonical_smiles,3CLpro inhibitor,TcdB GH inh,BH1578 lux ind,PrPC surface inh,SSB-PriA inh,Yp Topo-I inh,PfHsp40 rescue,BoNT A protease,Anthrax LF inh2
Cc1ccc(S(=O)(=O)Nc2cccc(C(=O)NCC(c3ccco3)N3CCCC3)c2)cc1F (stereo not given),.,2.3,i,5,.,-1,-0.5,-5.6,-6
COc1ccc2[nH]c(C)c(CCNC(=S)Nc3cc(C)ccc3C)c2c1,-1,-0.5,-0.2,24,-8,-2,1.7,-1.2,-6
CC[C@@H](C)[C@H](CN[C@H](CNC)C(C)C)NC[C@@H](C)c1ccc(CC(C)C)cc1,1,0.0,-9.1,-7,-16,-10,-1.2,-0.1,-8
COc1ccc(CNC(=O)Cn2cnc3c(NCc4ccccc4)ncnc32)cc1,.,-0.3,-1.9,13,-9,-5,-1.4,-0.4,2
CCOC(=O)C(Cc1c(F)cccc1Cl)c1ccnc2nc(N)nn12 (stereo not given),2,0.7,i,-1,0,4,-1.4,0.6,-1
Cc1cccc(OC(=O)NCCOC(=O)N(O)c2ccc(Cl)cc2)c1,-8,-0.8,i,13,-1,-2,-0.6,2.3,11
COc1cc2nc(CN(C)Cc3ccc(C(C)(C)C)cc3)[nH]c(=O)c2cc1OC,2,6.2,1.4,3,9,8,0.9,-1.6,-7
Cc1cc(=O)oc2cc(OCC3CC(c4ccc(Br)cc4)=NO3)ccc12 (stereo not given),4,0.4,-0.2,-13,1,4,-0.4,2.0,-2
COc1ccc(-c2cc(=O)oc3c(C)c(O)ccc23)cc1,-4,0.4,-15,-14,-6,-2,-1.0,-8.9,-11
O=C1CCCC2(O)C1C(c1cccc(Br)c1)NC(=O)N2Cc1ccccc1 (stereo not given),3,-0.2,.,-2,-18,-1,-1.0,0.1,-1
CCC(C)(C)NC(=O)C(c1cccn1C)N(Cc1ccc(OC)cc1)C(=O)Cn1nnc2ccccc21 (stereo not given),-2,.,.,7,-4,21,-0.7,-1.7,-2

# Three entries from above, with each value named:
SMILES: Cc1cccc(OC(=O)NCCOC(=O)N(O)c2ccc(Cl)cc2)c1
  3CLpro inhibitor: -8
  TcdB GH inh: -0.8
  BH1578 lux ind: i
  PrPC surface inh: 13
  SSB-PriA inh: -1
  Yp Topo-I inh: -2
  PfHsp40 rescue: -0.6
  BoNT A protease: 2.3
  Anthrax LF inh2: 11
SMILES: COc1cc2nc(CN(C)Cc3ccc(C(C)(C)C)cc3)[nH]c(=O)c2cc1OC
  3CLpro inhibitor: 2
  TcdB GH inh: 6.2
  BH1578 lux ind: 1.4
  PrPC surface inh: 3
  SSB-PriA inh: 9
  Yp Topo-I inh: 8
  PfHsp40 rescue: 0.9
  BoNT A protease: -1.6
  Anthrax LF inh2: -7
SMILES: Cc1cc(=O)oc2cc(OCC3CC(c4ccc(Br)cc4)=NO3)ccc12 (stereo not given)
  3CLpro inhibitor: 4
  TcdB GH inh: 0.4
  BH1578 lux ind: -0.2
  PrPC surface inh: -13
  SSB-PriA inh: 1
  Yp Topo-I inh: 4
  PfHsp40 rescue: -0.4
  BoNT A protease: 2.0
  Anthrax LF inh2: -2

# Assay outcomes as filed in PubChem BioAssay.

# These rows are one share of the data; rates above refer to the full screens.
